High-throughput results deposited in PubChem by National Center for Advancing Translational Sciences (NCATS).
TSG101-PTAP inh = qHTS Assay for Iinhibitors of HIV-1 Budding by Blocking the Interaction of PTAP/TSG101 | Tumor susceptibility gene 101 protein (Homo sapiens), Q99816 | Fluorescence polarization, FITC-PTAP peptide / Tsg101 binding | Potency, µM (highest dose often 115 µM), inactives show at the top dose activity change, negative = inhibition, usual class: inhibitors | 340,000 tested, under 10 active | AID 493005, 2010; active means well fitted inhibition curve with a large enough effect in the main read-out, with a control signal flat, not every such curve was filed as active; inconclusive means small, poorly fitted or top-dose-only effect, or effect the other way, or a change in a side signal; inactive means no such curve, though single readings can be large or run the other way; further: potency means the concentration at half of the fitted maximal effect; % of control where 0% means no effect
Target sequence (Q99816 whole entry, looked up): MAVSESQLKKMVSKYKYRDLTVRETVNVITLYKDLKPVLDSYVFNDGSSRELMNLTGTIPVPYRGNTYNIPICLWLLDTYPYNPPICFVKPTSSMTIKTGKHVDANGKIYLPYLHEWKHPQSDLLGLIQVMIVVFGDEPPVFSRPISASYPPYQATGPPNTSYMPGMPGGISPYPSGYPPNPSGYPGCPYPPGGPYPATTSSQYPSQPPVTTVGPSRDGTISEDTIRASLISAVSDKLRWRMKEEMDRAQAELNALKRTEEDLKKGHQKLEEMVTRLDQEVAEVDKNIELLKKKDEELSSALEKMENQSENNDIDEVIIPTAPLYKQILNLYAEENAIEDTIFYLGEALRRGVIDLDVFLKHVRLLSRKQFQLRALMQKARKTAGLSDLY
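Steps: Tsg101 binding domain dispensed (10 uM final), compounds pinned in DMSO, FITC-labeled PTAP-motif peptide added (50 nM final); after 20 min binding at room temperature, polarization measured.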
a7 integrin act = qHTS for Activators of Integrin-Mediated Alleviation for Muscular Dystrophy. hit rate 0.064% among 350,000. AID 624291, 2012. Potency, µM (highest dose often 38.3 µM), without a hit: top-dose activation, usual class: activators. alpha7betagal myoblasts, beta-gal FDG fluorescence, 48 h;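 further: potency means the concentration at half of the fitted maximal effect; 100% = response of the positive control SU9516; nearly all actives have a fitted effect of over 60% in size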
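Alpha7betagal+/- myoblasts (passage 13) were plated 16-24 hr, then exposed to compounds (1:260 dilution of DMSO stock) for 48 hours at 37C. After MPER lysis, β-galactosidase reporter activity was read as FDG fluorescence (ex 480/em 540) after 30 minutes.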
MBNL1-CUG inh = qHTS Assay for Inhibitors of MBNL1-poly(CUG) RNA binding; TR-FRET MBNL1-His/biotin-(CUG)12 binding, 665/545 ratio; AID 2675, 2010; hit rate 0.036% among 280,000; Potency, µM (top dose mostly 57.5 µM), without a hit: top-dose activity change, negative = inhibition, hits mostly inhibitors; active means well fitted inhibition curve with a large enough effect in the signal ratio, with a control signal flat, not every such curve was filed as active; inconclusive means small, poorly fitted or top-dose-only effect, or effect the other way, or a change in a side signal; inactive means no such curve, though single readings can be large or run the other way; the % refers to the signal ratio; further: potency means the concentration at half of the fitted maximal effect; on the % scale 0 is the no-effect control and ±100 the full control effect
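Compounds (final 92 nM to 58 uM) are added to His-tagged MBNL1 and biotin-(CUG)12, then terbium anti-His antibody and streptavidin-XL665 (5 nM final). After 60 min at room temperature, the 665/545 nm ratio is read.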
Mito fusion act = qHTS Assay for Small Molecule Inhibitors of Mitochondrial Division or Activators of Mitochondrial Fusion; S. cerevisiae fusion-defective mutant growth rescue, CellTiterGlo 48 h; hit rate 0.23% among 320,000; Potency, µM (top dose mostly 46.1 µM), without a hit: at the top dose growth rescue (activation), hits mostly activators;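 further: potency means the concentration at half of the fitted maximal effect; % of control where 0% means no effect; nearly all actives have a fitted effect of over 45% in size; temperature-sensitive fusion mutants such as fzo1-1 at 37 °C on non-fermentable ethanol glycerol medium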
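Luminescent cell viability in 1536-well qHTS format served as the measure of rescued growth in ts fusion-mutant S. cerevisiae cultured on non-fermentable YPEG for 48 hours at 37C.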
ASM inhibitor = Inhibitors of Secretory Acid Sphingomyelinase (S-ASM): qHTS. Sphingomyelin phosphodiesterase (Homo sapiens), P17405. placental ASM, HMU-PC fluorogenic substrate, 60 min. Potency, µM (series often up to 57.5 µM), without a hit: top-dose activity change, negative = inhibition, hits mostly inhibitors. hit rate 0.006% among 340,000. AID 504937, 2011; further: potency means the concentration at half of the fitted maximal effect
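Steps: dispense placental human ASM, pin compound, wait 10 min at room temperature, add HMU-PC0 substrate at 9 uM final, incubate 60 min at 37 °C, add stop solution raising pH to 10, read fluorescence.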
MLL CXXC-DNA inh = qHTS Fluorescence Polarization Assay for Inhibitors of MLL CXXC domain - DNA interaction; MLL-CXXC / FITC-HOXA9 DNA fluorescence polarization; hit rate 0.037% among 290,000; Potency, µM (highest dose often 115 µM), for inactives: top-dose activity change, negative = inhibition, hits mostly inhibitors; AID 2662, 2010; Histone-lysine N-methyltransferase 2A (Homo sapiens), Q03164; active means well fitted inhibition curve with a large enough effect in the polarisation, with a control signal flat, not every such curve was filed as active; inconclusive means small, poorly fitted or top-dose-only effect, or effect the other way, or a change in a side signal; inactive means no such curve, though single readings can be large or run the other way; the % refers to the polarisation; further: potency means the concentration at half of the fitted maximal effect
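Fluorescence polarization: 7 uM MLL-CXXC (stock) preincubated 5 min with compounds, then 50 nM fluorescein-HOX-A9 DNA (stock) added; 30 min ambient. Buffer 50 mM Tris-HCl pH 7.5, 50 mM NaCl, 1 mM DTT, 0.05% BSA.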
A-T KAP1 phos = qHTS Assay for Identifying a Potential Treatment of Ataxia-Telangiectasia. […] A-T fibroblasts, KAP-1 phosphorylation AlphaLISA; neocarzinostatin DNA damage 30 min before lysis. Potency, µM (titrated, usually from 57.5 µM), for the others: at the top dose activation, actives largely listed as activators. AID 485349, 2010. hit rate 0.19% among 320,000; further: potency means the concentration at half of the fitted maximal effect; % of control where 0% means no effect; nearly all actives have a fitted effect of over 45% in size
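ATM-like activity read as KAP-1 phosphorylation via AlphaLISA donor/acceptor antibody pairs after lysis and 6 hr at 25C. Cells were ATM-null patient fibroblasts ([…], hTERT), dosed 60 min, then exposed to the DSB inducer NCS for 30 min.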
TCR act = Activators of T cell receptors: qHTS campaign; primary human leukocytes, anti-CD3, IL-2 HTRF, 48 h; Potency, µM (titrated, usually from 9.22 µM), for inactives: at the top dose activation of IL-2 secretion, actives largely listed as activators; 330,000 tested, under 10 active; further: % of control where 0% means no effect
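Primary human leukocytes incubated 48 hr with anti-CD3 beads plus compound, without co-stimulation. Secreted IL-2 measured by HTRF (europium cryptate/d2 anti-IL-2 pair, 320 nm excitation, 665 nm emission).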
Menin MLL FP TR = qHTS Assay for Inhibitors Targeting the Menin-MLL Interaction in MLL Related Leukemias: Competition With Texas Red Labeled MLL-derived Mutant Peptide; hit rate 0.23% among 270,000; Menin + Texas Red MLL mutant peptide, fluorescence polarization; Potency, µM (top dose mostly 61.6 µM), for the others: at the top dose FP activity change, negative = inhibition, hits mostly inhibitors; AID 1768, 2009; active means well fitted inhibition curve with a large enough effect in the polarisation, with a control signal flat, not every such curve was filed as active; inconclusive means small, poorly fitted or top-dose-only effect, or effect the other way, or a change in a side signal; inactive means no such curve, though single readings can be large or run the other way; the % refers to the polarisation; further: potency means the concentration at half of the fitted maximal effect; % of control where 0% means no effect; many of its hits are not listed in these tables
Target sequence (O00255 whole entry, looked up): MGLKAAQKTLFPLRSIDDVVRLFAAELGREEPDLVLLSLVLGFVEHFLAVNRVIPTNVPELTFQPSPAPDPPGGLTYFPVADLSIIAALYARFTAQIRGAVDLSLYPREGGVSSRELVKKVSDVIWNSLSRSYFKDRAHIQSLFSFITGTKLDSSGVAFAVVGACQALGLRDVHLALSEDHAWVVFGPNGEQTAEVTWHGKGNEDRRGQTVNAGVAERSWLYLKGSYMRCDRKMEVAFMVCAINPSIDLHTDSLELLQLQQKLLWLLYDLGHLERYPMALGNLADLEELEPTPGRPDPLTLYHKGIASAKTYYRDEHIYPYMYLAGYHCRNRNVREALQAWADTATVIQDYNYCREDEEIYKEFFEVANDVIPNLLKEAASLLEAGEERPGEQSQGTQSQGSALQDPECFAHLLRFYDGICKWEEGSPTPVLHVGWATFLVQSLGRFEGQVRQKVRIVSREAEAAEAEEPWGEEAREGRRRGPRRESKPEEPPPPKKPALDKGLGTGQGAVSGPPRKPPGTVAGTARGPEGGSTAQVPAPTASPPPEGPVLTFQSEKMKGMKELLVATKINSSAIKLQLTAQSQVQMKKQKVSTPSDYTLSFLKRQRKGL
TSHR antagonist = Antagonists of the Thyroid Stimulating Hormone Receptor: HTS campaign | hit rate 0.2% among 330,000 | TSHR-expressing cells, TSH-stimulated cAMP HTRF, 2 h; stronger effect = lower value | AID 504810, 2011 | activity change, negative = inhibition, % at 11.5 µM;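 active means activity change below a set negative limit, meaning inhibition stronger than a set level, cut at about -70% in these data; inconclusive means activity change between two set negative limits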; further: on the % scale 0 is the no-effect control and ±100 the full control effect
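TSHR-expressing cells, 200/well, pre-treated with compound, then stimulated with EC80 TSH (4nM final) for 2 hours at 37 deg C. cAMP measured by competitive HTRF: anti-cAMP cryptate antibody in lysis buffer plus cAMP-d2, read after 30 minutes at room temperature.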
The depositor's hits bear a star; ? = inconclusive; / = no result given; & = joins results of further samples; [ ] = remark or other dose. Unless noted, the call rests on the fitted dose curve; in most records, active means well fitted curve in the direction sought with a large enough effect; inconclusive means small, poorly fitted or top-dose-only effect, or another doubt; inactive means no such curve, though single readings can be large; an effect the other way counts as inactive or inconclusive. Some of the compounds tested; rates above refer to the full screens.

SMILES | TSG101-PTAP inh | a7 integrin act | MBNL1-CUG inh | Mito fusion act | ASM inhibitor | MLL CXXC-DNA inh | A-T KAP1 phos | TCR act | Menin MLL FP TR | TSHR antagonist
COc1ccc(OCC(=O)Nc2ccc(N3CCN(Cc4ccccc4F)CC3)cc2)cc1 | -10% | 25% | 0% | -22% | -4% | 7% | 2% | 2% | 54%[activator] | 5
CC1CCCC(NC(=O)Cn2cc3c(n2)CCCCC3)C1C (configuration not stated) | 1% | 7% | -1% | 0% | 1% | 0% | 9% | 0% | -15% | -2
COc1cc2c(cc1OC)C(COc1ccc([N+](=O)[O-])cc1)NCC2 (configuration not stated) | -7% | -7% | ? | -3% | -1% | 16% | -7% | -7% | 5% | -2
Cc1ccc(-n2c(O)c(C=NCc3ccccn3)c3ccccc3c2=O)cc1 | 1% | 10% | / | 7% | 0% | 13% | -11% | -2%[46.1 µM] | -9% | 5
O=C(Nc1cccc(O)c1)c1ccc2c(c1)C(=O)N(Cc1ccco1)C2=O | 0% | 11% | ? | 0% | -2% | 4% | 1% | 4% | ? | 12
Cc1cc(-c2ccccc2)nc(Oc2ccc(C(C)(C)C)cc2)c1S(C)(=O)=O | -1% | -47%[inhibitor] | -1% | 8.9µM* | ? | 9% | 1% | 0% | -1% | 9
CC(=O)Nc1ccc(C(=O)Nc2nc(-c3ccccn3)cs2)cc1 | -2% | -14% | 14% | 1% | -8% | -10% | -1% | 3% | ? | 21
COc1cc(C(=O)Nc2cc3c(cc2N2CCCCC2)n(C)c(=O)n3C)cc(OC)c1OC | 0% | 12% | 42%[activator] | 13µM* | -4% | -3% | 18% | -2% | -9% | 0
COCC(C)n1c(-c2ccc3c(c2)NC(=O)CO3)csc1=Nc1ccc(OC(F)F)cc1 (configuration not stated) | -9%&1% | -60%&-59%[inhibitor] | -5% | 1% | -21%&-24% | -11% | -2% | -4%&14% | -2% | -39
CC(C)Cc1nnc(NC(=O)CCC(=O)NC2CCCCC2)s1 | -2% | 30% | 2% | 1% | -2% | -2% | 4% | -3% | / | 6
CCOC(=O)CC(=O)Nc1nc2ccccc2s1 | -2% | 19% | 0% | -7% | 5% | 2% | 19% | 8% | 4% | -9
COc1ccc(CN2CCCN(S(=O)(=O)c3ccc(Br)cc3)CC2)cc1 | -2% | 8% | -14% | 32% | 1% | 9% | -16% | -6% | -3% | 3
CCCCOc1ccc(OC(=O)c2cccnc2)cc1 | 0% | 6% | -9% | -7% | 0% | 10% | 2% | 5% | 16% | 2
S=C(Nc1ccc(Cl)c(Cl)c1)NC1CCN(Cc2ccccc2)CC1 | -6% | -68%[inhibitor] | -12% | 1% | -3% | 14% | 2% | 5%[46.1 µM] | 10% | -9
COc1ccc(N2CCN(CC(=O)c3ccc(Cl)cc3)CC2)cc1 | -6% | ? | 12% | 3% | -3% | 8% | 2% | 11% | ? | 5
COc1ccc(NC(=O)c2sc(NC(=O)C3CC3)nc2C)cc1 | -1% | 14% | 48%[activator] | 1% | 0% | 21% | 6% | 1% | 9% | 6
COc1ccc2nc(SCC(=O)NCc3ccc(S(N)(=O)=O)cc3)[nH]c2c1 | 0% | -1% | -3% | -8% | 4% | -4% | 2% | 1% | -4% | -2
COc1ccc(OCC(=O)N/N=C2\CCCc3ccccc32)cc1 | -4% | 18% | -16% | 2% | / | 5% | -2% | 2%[46.1 µM] | -11% | 5
N#Cc1nc(COc2ccc(Br)cc2)oc1N1CCCC1 | -1% | -11% | -9% | ? | -6% | 1% | -5% | 3% | 0% | -22
O=c1c2[nH]c3ccccc3c2ncn1C1CCCCC1 | -7% | 6% | 4% | 6% | -2% | -6% | 11% | 4% | 4% | -6
Cc1cccc(NC(=S)N/N=C/c2cccn2Cc2ccc(F)cc2)c1 | -4% | -12% | -1% | 0% | -8% | 7% | -3% | -9% | 27% | -12
Cc1ccc(S(=O)(=O)NC2=NCCCCC2)cc1 | 0% | 7% | -8% | -8% | 0% | ? | -4% | 6%[46.1 µM] | -5% | 16
COc1ccc(C(C)=O)cc1CSc1nnc2c(Cl)cc(Cl)cn12 | -4% | -19% | ? | 1% | 0% | 12% | -9% | -4%[46.1 µM] | -4% | 5
Cc1ccc(CN2CCN(/N=C/c3ccc(C(F)(F)F)cc3)CC2)cc1 | -2% | -29% | / | 1% | -1% | 5% | -2% | -16%[46.1 µM] | 2% | -23
Cn1c(=O)[nH]c(=O)c2c1nc(CN(Cc1ccccc1)Cc1ccccc1)n2CCN1CCOCC1 | / | 6% | 8% | 0% | 4% | 4% | -5% | / | -25% | 20
Cc1ccc(OCC(=O)NCCN2CCOCC2)cc1C | -4% | 23% | 1% | -1% | 3% | 1% | 10% | -1% | -1% | 6
O=C(Oc1cc(=O)oc2ccccc12)c1cccnc1Cl | -6% | -6% | ? | 10% | 0% | 1% | 6% | -1%[46.1 µM] | 2% | 9
CCOC(=O)NN1C(=O)c2ccccc2NC1c1ccc(N(C)C)cc1 (configuration not stated) | 0% | 15% | -12% | 4% | 5% | 11% | -3% | -6%[46.1 µM] | 2% | 17
Cc1ccccc1N=C/C=C1\N(C)c2ccccc2C1(C)C | -3% | 0% | 12% | -2% | 7% | 10% | 2% | -7% | / | 21
CCCOc1ccc(/C=N/NC(=O)CN2CCCCC2)cc1 | 1% | -15% | ? | 3% | 1% | 0% | 3% | 10% | -14% | 18
Cc1ccccc1N/C(=N/S(=O)(=O)c1ccccc1)c1ccc(F)cc1 | -6% | -10% | -9% | 8% | 3% | -2% | -18% | 1% | / | -3
CCN(C(=O)CCc1ccccc1)C1CCCCC1 | 0% | 16% | -1% | 7% | 0% | -3% | 5% | 3% | -8% | 38
N#CCSc1nnc(Nc2ccccc2)s1 | -7% | -6% | 1% | 3% | 2% | -10% | 5% | -2% | / | 6
CC(C)=CCN1CCN(Cc2coc3ccc(C)cc3c2=O)CC1CCO (configuration not stated) | -3% | -20% | 0% | -2% | -4% | 5% | 2% | -1% | -5% | 3
CC1CC(=O)C2=C(C1)Nc1ncnn1C2c1ccccc1 (configuration not stated) | -3% | 17% | -2% | -3% | 106%[activator] | 0% | 7% | 2% | -3% | 10
COC(=O)c1cc(OC)c(OC)cc1NC(=O)Nc1ccc(OC)cc1 | -3% | -10% | -1% | 0% | 5% | 10% | -3% | 2% | -3% | 1
Nc1cc(=O)[nH]c(SCC(=O)N2CCc3ccccc3C2)n1 | -6% | -9% | -11% | -5% | 0% | -2% | 5% | 1% | -3% | 10
Cc1ccsc1/C=N/NC(=O)CNC(=O)c1ccc(S(=O)(=O)N2CCOCC2)cc1 | 0% | 1% | 16% | 5% | -1% | -6% | 12% | -3% | -1% | 5
CC(C)(C)NC(=S)NCc1ccncc1 | -6% | 13% | 8% | 5% | -4% | 6% | 3% | 2% | 8% | -2
Cn1c(=O)c2[nH]c(CNCc3ccccc3Cl)nc2n(C)c1=O | -5% | -23% | 7% | 8% | 36%[activator] | 26% | -11% | 2% | -11% | 31
CS(=O)(=O)c1nc2c(cc1C#N)CCCC2 | -7% | -26% | -8% | 3% | 3% | -1% | 10% | 0% | 4% | 3
COc1ccccc1-n1nnnc1SCC(=O)NC1CC1 | 4% | 16% | / | 4% | 17% | / | 1% | -4% | / | 1
NC(=O)c1ccc(-n2nnnc2SCc2ccccc2)cc1 | -7% | 5% | -12% | 20% | 2% | -2% | ? | -2% | -28% | 5
Cc1cc(C(=O)NC(C)C2CCCO2)no1 (configuration not stated) | 1% | ? | 0% | 0% | 4% | -3% | -2% | -8% | 7% | 1
CS(=O)(=O)c1ccc2nc(NC(=O)c3ccccc3Br)sc2c1 | -2% | 25% | -6% | -7% | -11% | 10% | -5% | 0% | 14% | -1
